TDP43 rescue: qHTS of TDP-43 Inhibitors. TDP-43 expressing yeast growth rescue, BacTiter-Glo, 24 h. Potency, µM (series often up to 46.1 µM), for the others: top-dose growth rescue (activation), actives largely listed as activators. 1.8% of 410,000 active; note: potency is the fitted concentration of half-maximal effect; % of control where 0% means no effect; nearly all actives have a fitted effect of over 50% in size
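Readout is BacTiter-Glo luminescence of cell growth, so inhibitors register as activators. TDP-43-expressing yeast at OD600=0.02 in galactose medium, after raffinose pregrowth to mid-log, were incubated with compound for 24 hr at 30 deg C.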
GLP1R inv ag: qHTS of GLP-1 Receptor Inverse Agonists (Inhibition Mode); AID 624417, 2012; Potency, µM (doses to about 38.3 µM), for the others: at the top dose activity change, negative = inhibition, hits mostly inhibitors; Glucagon-like peptide 1 receptor (Homo sapiens), P43220; HEK293 GLP-1R CRE-luciferase, luminescence, 24 h; GLP-1R form is constitutively active; 1.6% of 410,000 active; note: potency is the fitted concentration of half-maximal effect; % is set by controls: 0 for no effect and ±100 for the full control effect; nearly all actives have a fitted effect of over 55% in size
Target sequence (P43220 whole entry, looked up): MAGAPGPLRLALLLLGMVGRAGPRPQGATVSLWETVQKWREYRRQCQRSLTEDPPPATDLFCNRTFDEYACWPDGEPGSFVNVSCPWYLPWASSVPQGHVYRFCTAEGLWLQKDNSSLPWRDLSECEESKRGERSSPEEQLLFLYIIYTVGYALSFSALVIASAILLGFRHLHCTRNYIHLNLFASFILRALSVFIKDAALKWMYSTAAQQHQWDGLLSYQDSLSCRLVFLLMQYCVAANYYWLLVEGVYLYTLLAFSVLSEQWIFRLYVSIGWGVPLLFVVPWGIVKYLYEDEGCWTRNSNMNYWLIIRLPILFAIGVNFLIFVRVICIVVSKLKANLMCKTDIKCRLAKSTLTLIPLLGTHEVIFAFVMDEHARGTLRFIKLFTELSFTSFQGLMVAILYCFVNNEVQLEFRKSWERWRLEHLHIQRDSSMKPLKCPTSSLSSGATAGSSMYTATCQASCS
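Inverse agonism was detected as reduced cAMP-driven luciferase luminescence after 24 h compound treatment. The cells were HEK293 clones expressing constitutively active human GLP-1R with the reporter. Reporter-only and GPR119 cell lines served as counterscreen controls.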
Akt phos inh: HTS Assay for Inhibitors of Akt Phophorylation: Primary Screen; Neuro2A IGF-stimulated pAkt S473 HTRF, 20 min; hits give low values; activity change, % for hits at 50 µM; 0.32% of 360,000 active; in the data active = activity change below about -80%; inconclusive = mostly about -51% to -80%; note: % is set by controls: 0 for no effect and ±100 for the full control effect
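Neuro2A cells (4,500/well, DMEM with 0.5% FBS) were treated with compound at a single 50 µM final concentration, stimulated with 6 nM IGF for 20 min at 37 °C, and lysed. Phospho-Akt Ser473 was read by HTRF as 665/615 ratio ×10^4.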
Abeta yeast res: qHTS for compounds that reverse cellular toxicity of Amyloid beta (A-beta) peptide in yeast: Primary Screen; Potency, µM (titrated, usually from 46.1 µM), inactives show at the top dose growth rescue, most hits filed as activators; 0.063% of 410,000 active; yeast expressing A-beta42, growth rescue, OD600, 48 h; response scale: 0% DMSO, 100% iron-clioquinol control; AID 1347071, 2019; note: potency is the fitted concentration of half-maximal effect; nearly all actives have a fitted effect of over 55% in size
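Yeast A-beta toxicity model in growth medium with pinned compounds, 48 h at 30 C; growth read as absorbance at 600 nm. Normalized to FeCl3/clioquinol equimolar mix (positive) and DMSO (negative).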
PTHR1 ag: qHTS for PTHR1 Agonists: Primary Screen; 0.075% of 410,000 active; Potency, µM (series often up to 115 µM), for the others: at the highest dose activation, hits mostly activators; Parathyroid hormone/parathyroid hormone-related peptide receptor (Homo sapiens), Q03431; HEK293 GP2 PTHR1 cells, GloSensor cAMP luminescence, 1 h; note: potency is the fitted concentration of half-maximal effect; nearly all actives have a fitted effect of over 55% in size; some results filed as inactive show a strong effect at the top dose; inactives centre near -15; many of its hits are not listed in these tables
Target sequence (Q03431 whole entry, looked up): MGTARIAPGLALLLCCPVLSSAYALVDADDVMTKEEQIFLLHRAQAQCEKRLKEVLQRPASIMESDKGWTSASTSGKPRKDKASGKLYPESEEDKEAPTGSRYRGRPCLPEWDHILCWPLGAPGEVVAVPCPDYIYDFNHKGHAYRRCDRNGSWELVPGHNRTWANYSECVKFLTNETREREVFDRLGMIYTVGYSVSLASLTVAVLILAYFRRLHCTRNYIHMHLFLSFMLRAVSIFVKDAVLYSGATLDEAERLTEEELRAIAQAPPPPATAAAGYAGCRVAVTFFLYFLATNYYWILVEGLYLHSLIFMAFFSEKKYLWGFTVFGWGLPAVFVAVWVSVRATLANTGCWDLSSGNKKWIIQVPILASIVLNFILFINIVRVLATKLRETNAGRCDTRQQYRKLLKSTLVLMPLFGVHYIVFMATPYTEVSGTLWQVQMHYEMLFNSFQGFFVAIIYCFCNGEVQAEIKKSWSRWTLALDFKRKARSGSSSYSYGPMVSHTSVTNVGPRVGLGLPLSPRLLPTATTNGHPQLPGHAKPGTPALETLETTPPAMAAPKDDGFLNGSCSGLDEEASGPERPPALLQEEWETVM
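HEK-293-derived GP2 cells expressing PTHR1 and a GloSensor cAMP reporter, 3,000/well, plated overnight, given luciferin plus IBMX (each 0.5 mM as added) for 1 h at 37 °C, then compound for 1 h at 37 °C. Luminescence was read after 15 min at room temperature.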
GLP1R ag: qHTS of GLP-1 Receptor Agonists; Glucagon-like peptide 1 receptor (Homo sapiens), P43220; HEK293 GLP-1R CRE-luciferase, luminescence, 4-6 h; cells express a hypersensitive GLP-1R form; Potency, µM (doses to about 45.6 µM), for the others: top-dose activation, usual class: activators; 0.007% of 380,000 active; AID 624172, 2012; note: potency is the fitted concentration of half-maximal effect; % of control where 0% means no effect
DRD3 antagonist: qHTS of D3 Dopamine Receptor Antagonist: qHTS; D(3) dopamine receptor (Homo sapiens), P35462; max response, negative = inhibition, %; 2.5% of 360,000 active; D3R cells, DiscoveRx beta-arrestin luminescence, antagonist mode; hits give low values; in the data active = max response below about -50%; inconclusive = no clear call, values can overlap the other calls; note: % is set by controls: 0 for no effect and ±100 for the full control effect; mostly tested at two doses, the higher about 12 µM
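Cells expressing the human receptor were seeded at 1500 cells/well, incubated overnight at 37 degrees C in 5% CO2, then exposed to library compounds with dopamine controls for 90 minutes at 37 degrees C before luminescent detection.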
aSyn rescue: qHTS of alpha-syn Inhibitors | AID 652106, 2013 | 0.14% of 370,000 active | Yeast expressing alpha-synuclein, growth rescue, BacTiter-Glo, 24 h | Potency, µM (highest dose often 46.1 µM), for inactives: at the highest dose growth rescue (activation), usual class: activators; note: potency is the fitted concentration of half-maximal effect; % of control where 0% means no effect; nearly all actives have a fitted effect of over 65% in size
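Galactose-induced alpha-syn yeast (OD600=0.02, raffinose-pregrown) + pinned cpd, 24 hr, 30 deg C; growth by BacTiter-Glo luminescence. Growth restoration scores as activation.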
FUS yeast rescue: qHTS for Suppressors of FUS Proteinopathy: Primary screen using FUS-linked yeast assay. S. cerevisiae FUS-expressing, growth rescue, OD600, 24 h. Potency, µM (titrated, usually from 76.6 µM), for inactives: top-dose growth rescue (activation), hits mostly activators. AID 1347120, 2019. 0.24% of 390,000 active;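 note: potency is the fitted concentration of half-maximal effect; plate controls were DMSO vehicle for no effect and reference control for full effect; nearly all actives have a fitted effect of over 55% in size; some results filed as inactive show a strong effect at the top dose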
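S. cerevisiae expressing FUS from galactose induction served as the toxicity model. Growth after 24hr at 30C, read as absorbance at 600 nm, indicates suppression of toxicity; compounds dosed at several concentrations.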
* hit, by the source's call; i = inactive; ? = inconclusive; . = no result given; [ ] = remark or other dose. Unless noted, calls come from the whole dose curve; as a rule, active = well fitted curve in the direction sought with a large enough effect; inconclusive = small, poorly fitted or top-dose-only effect, or another doubt; inactive = no such curve, though single readings can be large; an effect the other way counts as inactive or inconclusive.

SMILES,TDP43 rescue,GLP1R inv ag,Akt phos inh,Abeta yeast res,PTHR1 ag,GLP1R ag,DRD3 antagonist,aSyn rescue,FUS yeast rescue
COc1cc2c(cc1OC)C(C(=O)N1CCN(c3ccccn3)CC1)C(c1cccs1)N(C)C2=O (stereo unspecified),-6.2%,24.2%,i,-4.9%,i,2.3%,-24.0,-2.9%,.
O=C(NCc1ccccc1Cl)C1CCN(C(=O)c2sccc2-n2cccc2)CC1,13.6%,8.3%,i,3.5%,i,7.2%,8.6,-1.9%,-11.9%
O=C(NCc1ccc2c(c1)OCO2)c1ccc(S(=O)(=O)NCC2CCCO2)cc1 (stereo unspecified),-13.5%,0.4%,i,-7.1%,-9.8%[57.5 µM],0.5%,0.0,-4.5%,-6.6%
O=C(COC(=O)c1ccc(Br)c(S(=O)(=O)N2CCOCC2)c1)NCC1CCCO1 (stereo unspecified),0.3%,-27.4%,i,0.3%,-24.5%[57.5 µM],17.4%,0.2,-1.4%,2.8%
CCc1ccc(S(=O)(=O)NCCc2csc(C)n2)s1,0.0%,-4.8%,i,14.8%,-7.0%,5.4%,10.8,-15.3%,-4.6%
C=CCNC(=O)c1ccc(N(C)S(=O)(=O)c2ccc(OC)cc2)cc1,-11.8%,0.0%,i,-3.3%,i,14.2%,-10.5,4.2%,19.1%
CCSc1nnc(NC(=O)CN2C(=O)NC3(CCCC3)C2=O)s1,4.7%,-3.5%,i,5.7%,i,-1.5%,-0.3,-0.6%,-5.7%
CC(=O)c1ccc(O)c(CSC2=NCCS2)c1,8.2%,19.4%,i,-17.8%,-10.1%,4.9%,2.2,1.2%,8.2%
CSc1ccc(CCNC(=O)CCCn2nc(C)c3sc4ccccc4c3c2=O)cc1,17.7%,-1.8%,.,-11.7%,-7.8%,.,.,.,5.7%
COC(=O)c1ccccc1NC(=O)CN(c1ccccc1OC)S(C)(=O)=O,1.2%,0.8%,.,-0.4%,?,0.2%,.,.,-7.6%
CCc1ccc(N2C(=O)CS(=O)(=O)C23C(=O)N(Cc2ccccc2F)c2ccccc23)cc1 (stereo unspecified),3.7%,-26.5%,.,-2.8%,-15.7%,-7.7%,.,0.3%,21.5%
COc1ccc(Cl)cc1NC(=O)CN1C(=O)NC(C)(Cc2ccc(OC)c(OC)c2)C1=O (stereo unspecified),0.0%,?,i,-14.2%,i,-0.4%,0.6,-3.3%,16.7%
CCOc1ccc(CCN2C(=O)C(=O)N([C@@H](Cc3ccc(O)cc3)CN3CCC[C@H]3CN3C(=O)C(=O)NC[C@@H]3Cc3ccc(O)cc3)C[C@@H]2Cc2ccc(O)cc2)cc1,15.8%,2.3%,i,4.1%,?,1.1%,0.0,?,16.5%
COc1ccc(-c2csc(NC(=O)c3c(C)noc3C)n2)cc1F,?,-14.3%,i,?,i,5.7%,1.3,-10.2%,10.5%
O=C(Cc1cccs1)Nc1ccc(-c2nnc(-c3ccco3)o2)cc1,-1.5%,0.2%,i,-7.9%,-3.1%,0.7%,25.2,-4.8%,6.3%
COc1ccc(/C(O)=C2/C(=O)C(=O)N(CCN(C)C)C2c2ccccc2)cc1Cl (stereo unspecified),6.3%,-0.9%,i,19.4%,-3.0%[57.5 µM],-14.8%,-19.1,-7.5%,-7.3%
Cc1ccc(-c2c(C#N)c(N)nc3c2CCCCC3)cc1,-9.5%,0.2%,i,-10.0%,-23.6%[57.5 µM],0.2%,-28.2,-0.6%,12.3%
O=C(Nc1ccc(C(=O)OCc2cc(=O)n3nc(C4CC4)sc3n2)cc1)c1cccc(Cl)c1,16.8%,16.3%,.,-3.0%,i,.,.,.,2.9%
Cc1cccc(NC(=O)c2oc3ccc(S(=O)(=O)N4CCOCC4)cc3c2C)c1C,-13.5%,?,i,-18.1%,-11.5%[57.5 µM],-13.1%,51.3,-0.7%,17.5%
Cc1ccc(C)c(-n2c(SCC(N)=O)nnc2-c2ccccn2)c1,6.1%,16.6%,i,11.1%,i,-2.3%,-1.2,4.0%,13.4%

Following part.
SMILES,TDP43 rescue,GLP1R inv ag,Akt phos inh,Abeta yeast res,PTHR1 ag,GLP1R ag,DRD3 antagonist,aSyn rescue,FUS yeast rescue
COc1ccc(-c2csc(NC(=O)c3ccc(N4C(=O)CCC4=O)cc3)n2)cc1OC,-9.7%[9.22 µM],-0.4%,i,-4.0%,-69.4%[inhibitor],11.5%,0.5,-4.5%,27.7%
COc1ccc(C(CNC(=O)c2ccc(NS(=O)(=O)c3ccc(F)cc3)cc2)N2CCOCC2)cc1 (stereo unspecified),19.7%,2.6%,i,8.1%,8.1%,5.4%,-8.0,2.8%,.
Cn1c(=O)n(C)c2cc(NC(=O)CSc3nc4ccccc4c(=O)[nH]3)ccc21,5.6%,21.9%,i,-3.4%,?,9.1%,10.9,-1.7%,0.9%
Cn1cccc1CC(=O)N/N=C/c1ccc([N+](=O)[O-])cc1,-8.2%,3.4%,i,13.3%,-4.7%,16.6%,0.2,-4.8%,?
COc1ccc(-c2nn(-c3ccccc3C)cc2CNC(C)c2cn(C)nc2C)cc1F (stereo unspecified),-14.6%,?,i,-18.1%,i,8.1%,-24.0,-4.2%,23.0%
CCOc1ccc(NC(=O)C(C)O)c(NS(=O)(=O)c2ccc(CCNC(C)=O)cc2)c1 (stereo unspecified),-20.9%,11.9%,i,2.5%,i,0.8%,-3.2,0.7%,9.3%
COC(=O)c1ccccc1NC(=O)COC(=O)CSCC(=O)N1CCOCC1,0.0%,3.2%,i,1.7%,i,-0.4%,17.6,1.3%,-4.1%
C=C(C)C(O)COc1c2occc2c(OC)c2ccc(=O)oc12 (stereo unspecified),12.2%,3.4%,i,4.1%,-30.1%[inhibitor],-3.2%,12.5,-0.4%,-27.0%
COc1ccc(C(=O)NCC(c2ccco2)N2CCCCC2)cc1S(=O)(=O)Nc1ccc(C)cc1 (stereo unspecified),10.9%,7.9%,i,-12.3%,-3.1%,12.4%,?,-5.8%,6.3%
O=C(CCCOc1ccc(Cl)cc1Cl)NCCc1ccccn1,10.6%,?,i,-5.5%,-10.1%,6.5%,6.7,4.2%,4.2%
COc1ccc(CNC(=O)c2cccc(-c3ccc(C)c4ccccc34)n2)cc1,12.4%,?,i,7.3%,i,19.7%,0.0,15.4%,24.9%
Cc1cccc(-c2cc(C(=O)Nc3ccncc3)c3ccccc3n2)c1,1.3%,?,i,-3.8%,-29.1%,4.8%,100.2,-0.9%,-5.8%
C=CCNc1sc(C(=O)c2ccc(Br)s2)c(N)c1C#N,-3.0%,3.8%,i,6.7%,-24.4%,0.8%,32.8,-3.8%,?
COc1ccc(CCNC(=O)C2CC(=O)N(c3ccc(F)cc3)C2)cc1OC (stereo unspecified),-20.6%,0.4%,i,17.3%,-0.3%[57.5 µM],-4.8%,12.9,1.1%,13.4%
COc1ccc(CC(=O)N/N=C/c2cccnc2)cc1OC,16.1%,4.6%,i,23.8%,-80.4%[inhibitor],9.6%,8.3,-9.7%,-16.4%
CC(C)(O)C#Cc1ccc(C(=O)N2CCN(c3ccc([N+](=O)[O-])cc3)CC2)cc1,?,0.0%,i,4.8%,-25.7%,1.0%,78.9,-1.4%,.
Nc1c(-c2ccsc2)cnc2ncnn12,27.4%,-8.1%,i,2.4%,i,-0.4%,-3.6,9.2%,3.5%
O=C(NCCc1ccc(F)cc1)Nc1ccc([N+](=O)[O-])cc1,?,3.98µM*,i,16.0%,-33.8%[inhibitor],-3.5%,-21.2,-31.6%[inhibitor],11.2%
COc1cccc(NC(=O)Cn2nc(C)c3c(C)n(-c4ccccc4)nc3c2=O)c1,-2.2%,-12.1%,.,-22.3%,i,.,.,.,-0.8%
CCCCc1nc2c(=O)[nH]c3ccccc3c2o1,20.2%,23.1%,i,13.7%,-3.7%[57.5 µM],3.2%,18.3,3.3%,-8.6%

Further structures:
SMILES,TDP43 rescue,GLP1R inv ag,Akt phos inh,Abeta yeast res,PTHR1 ag,GLP1R ag,DRD3 antagonist,aSyn rescue,FUS yeast rescue
Cc1ccc(OCCn2cnc3c(N)ncnc32)cc1,12.7%,249.4%[activator],?,8.8%,-8.9%,23.1%,0.0,11.5%,-4.1%
CCc1cc(C(=O)Nc2ccccc2)cs1,-19.1%,0.0%,i,0.0%,-3.5%[57.5 µM],7.6%,-5.9,-12.0%,12.3%
CC(C)(C)NC(=O)C(c1ccccn1)N(C(=O)C1CSC(=O)C1)c1cccc(F)c1 (stereo unspecified),-14.6%[0.397 µM],-13.5%,i,-1.2%,i,14.3%,26.2,1.2%,7.0%
O=C(Cn1c(COc2ccccc2)nc2ccccc21)Nc1cc(Cl)ccc1Cl,16.2%,-6.8%,i,5.7%,i,-5.8%,3.1,0.3%,-10.0%
COc1ccc(NC(=O)Nc2ccc3[nH]ccc3c2)cc1,17.4%,-2.6%,i,5.2%,-3.0%,10.6%,-11.5,1.8%,-13.1%
O=C(Nc1ccccc1Br)c1cc[n+]([O-])cc1,6.1%,3.4%,i,-16.5%,i,2.2%,17.6,2.0%,-10.5%
O=C(NCc1ccccc1)C1CCN(S(=O)(=O)c2ccc3c(c2)CCCN3C(=O)C2CCC2)CC1,21.3%,-1.3%,.,-10.6%,-16.1%,.,.,.,39.6%

The list is partial, so the mix of outcomes need not match the whole.
